Compound activity from PubChem BioAssay.
Neddylation inh: inhibitors of cullin neddylation, primary screen, biochemical, TR-FRET, uHTS, NAE and Ubc12; NEDD8-conjugating enzyme Ubc12 (Homo sapiens) + NEDD8-activating enzyme E1 regulatory …; calls only at 25 µM; hit rate 0.58% among 360,000; AID 651699, 2012; in the data active = inhibition above about 36%
NRP1-CendR mod: modulators of CendR peptide binding to NRP-1, primary screen, biochemical, fluorescence polarization, uHTS; Neuropilin-1 (Homo sapiens), O14786; FAM-RPARPAR peptide binding to NRP-1; hit rate 0.85% among 360,000; inhibition, % at 25 µM;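 active = inhibition or corrected inhibition above about 18%, plus a signal ratio from 0.5 to 1.5, limit read from the data, passing the limit was not always enough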; note: strong numbers were not always called active
MsrA act: bovine MsrA enzyme activators, primary screen, biochemical, absorbance, HTS. activation, % at 10.6 µM. Methionine sulfoxide reductase A (Bos taurus). AID 602163, 2012. hit rate 0.3% among 360,000. purified bovine MsrA, absorbance read-out; in the data active = activation above about 7.5%;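 note: 0% = vehicle and 100% = reference activator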
Rin1 Abl inh: inhibitors of Rin1-Abl protein binding, primary screen, biochemical, TR-FRET; hit rate 0.4% among 360,000; inhibition, % at 7.35 µM; in the data active = inhibition above about 5%, passing the limit was not always enough
FAS-TE inh: FAS thioesterase domain inhibitors, primary screen, biochemical, fluorescence intensity, uHTS | Fatty acid synthase (Homo sapiens), P49327 | recombinant FAS-TE, OMFH fluorogenic substrate, fluorescence endpoint | inhibition, % at 15 µM | hit rate 0.67% among 360,000;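 active = compounds whose normalised, plate-corrected inhibition of enzyme fluorescence in the single-dose primary screen is 50% or more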;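 note: 0% = DMSO with enzyme and 100% = substrate without enzyme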
SKN-1 inh: suppressors of acrylamide-induced Pgst-4::GFP reporter in worms, primary screen, SKN-1 inhibitor project, whole organism, uHTS, GFP/RFP fluorescence ratio, strain VP596; AID 624304, 2012; hit rate 0.49% among 360,000; C. elegans VP596 Pgst-4::GFP/RFP ratio, 24 h; inhibition, % at 21.8 µM;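 active = interference check ratio from 0.5 to 1.5 plus GFP to RFP signal ratio inhibition reaching or exceeding a fixed threshold, cut at about 30% in these data, passing the limit was not always enough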; note: some compounds called inactive have numbers as strong as hits
MT1-MMP act inh: blockers of MT1-MMP proenzyme processing, primary screen, HT1080 RFP-PRO-GFP cells, GFP/RFP fluorescence | GFP/RFP ratio change, % at 20 µM | GFP/RFP ratio fluorescence, overnight; percent of plate control window, DMSO zero | Matrix metalloproteinase-14 (Homo sapiens), P50281 | hit rate 0.061% among 360,000;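 active = GFP/RFP ratio change of at least 30% with cell ATP level not reduced by more than half and red fluorescence within 50% of control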; note: strong numbers were not always called active
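Assay system: HT1080 RFP-PRO-GFP cells. Benchmarks: DMSO vehicle wells and RFP-L50D-GFP reporter cell wells. Times: overnight cell settling, then overnight compound exposure, 37 °C, 5% CO2. Compound: 20 µM single dose, 1% DMSO. Read-out basis: GFP/RFP fluorescence ratio.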
E coli Lon inh: inhibitors of E. coli Lon protease, primary screen, biochemical, fluorescence polarization. inhibition, % at 7.94 µM. purified E. coli Lon protease. P0A9M0. hit rate 0.42% among 360,000; in the data active = inhibition above about 13%, passing the limit was not always enough;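 note: 0% = enzyme with probe and DMSO and 100% = no enzyme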
MsrA inh: bovine MsrA enzyme inhibitors, primary screen, biochemical, absorbance, HTS. Methionine sulfoxide reductase A (Bos taurus). purified bovine MsrA, absorbance read-out. inhibition, % at 15.5 µM. hit rate 0.75% among 360,000; in the data active = inhibition above about 4.5%;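 note: 0% = vehicle wells with enzyme and 100% = reference inhibitor wells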
The depositor's hits bear a star; i = inactive; x = not tested or not shown; + = active, no number.

SMILES	Neddylation inh	NRP1-CendR mod	MsrA act	Rin1 Abl inh	FAS-TE inh	SKN-1 inh	MT1-MMP act inh	E coli Lon inh	MsrA inh
CS(=O)(=O)N1CCCC(C(=O)NCCCN2CCN(Cc3ccccc3)CC2)C1 (centres undefined)	i	-2	-3	2	-6	9	6	-3	-0.8
Cc1ccc(-n2c(C)cc(/C=N/NC(=O)c3ccncc3)c2C)cc1C	i	-2	-3	-8	-2	-1	0	-1	1.2
COc1cc(/C=N/NC(=O)c2cc[n+]([O-])cc2)ccc1O	i	21	-1	-2	-3	17	-5	-1	7.5*
CN(C)c1ccc(NC(=S)Nc2ccc3c(c2)c(=O)n(C)n3-c2ccc(C(C)(C)C)cc2)cc1	i	-7	-1	-1	-18	15	2	7	1.4
CC(C)[C@H](NC(=O)OCc1ccccc1)C(=O)OCC(=O)N1CCN(c2ccccc2)CC1	i	4	-8	-1	2	12	2	16	-0.7
O=C(Nc1nnc(SCc2ccc(F)cc2)s1)c1cnccn1	i	-3	-2	1	-4	12	3	-2	0.2
CC(=O)Nc1nnc(CCS(=O)(=O)c2ccc(Cl)cc2)s1	i	7	4	-4	-2	0	4	-2	-0.5
O=S(=O)(c1ccc2nc(N3CCN(c4ccc(F)cc4)CC3)ccc2c1)N1CCCCC1	i	0	-2	1	-5	21	0	-4	0.1
CCCCCCOc1ccc(OC(=O)c2cccnc2)cc1	i	-4	-2	-1	27	12	-9	-6	-0.3
CCOc1ccccc1Nc1cc(C)nc2ccc(C)cc12	i	-6	-4	-4	-8	21	1	8	1.8
O=C(O)CCN1C(=O)C2C3C=CC(C2C1=O)C1C(=O)N(CCC(=O)O)C(=O)C31 (centres undefined)	i	7	-8	2	-3	11	-1	-4	-1.4
Cc1ccc2c(CN3CCCc4ccccc43)cc(=O)oc2c1C	i	-108	-4	-3	-13	22	-65	-99	1.1

Shown in markdown: three of the compounds above
| Molecule | Neddylation inh | NRP1-CendR mod | MsrA act | Rin1 Abl inh | FAS-TE inh | SKN-1 inh | MT1-MMP act inh | E coli Lon inh | MsrA inh |
| --- | --- | --- | --- | --- | --- | --- | --- | --- | --- |
| Cc1ccc2c(CN3CCCc4ccccc43)cc(=O)oc2c1C | i | -108 | -4 | -3 | -13 | 22 | -65 | -99 | 1.1 |
| COc1cc(/C=N/NC(=O)c2cc[n+]([O-])cc2)ccc1O | i | 21 | -1 | -2 | -3 | 17 | -5 | -1 | 7.5* |
| O=C(O)CCN1C(=O)C2C3C=CC(C2C1=O)C1C(=O)N(CCC(=O)O)C(=O)C31 (centres undefined) | i | 7 | -8 | 2 | -3 | 11 | -1 | -4 | -1.4 |

More structures
SMILES	Neddylation inh	NRP1-CendR mod	MsrA act	Rin1 Abl inh	FAS-TE inh	SKN-1 inh	MT1-MMP act inh	E coli Lon inh	MsrA inh
c1ccc(SSc2ccccn2)nc1	i	5	11*	-1	-3	-10	2	3	x
O=[N+]([O-])c1ccc(CNc2cccc(Cl)c2)s1	i	-6	-5	0	3	-20	1	-8	0.1
CCc1cc2c(=O)c(-c3nc4ccccc4n3C)c(C(C)C)oc2c(CN2CCN(C)CC2)c1O	x	-2	-3	-2	-6	-5	3	-4	1.7
Cn1cccc1Cc1nnc(SCC(=O)Nc2ccc(F)cc2F)n1-c1ccc(F)cc1	i	-9	-1	-3	-1	8	2	0	-0.6
COc1ccc2nc3oc(C(=O)NC4CCN(Cc5ccccc5)CC4)cc3cc2c1	x	-2	-3	-6	2	30	-5	4	0.6
O=C(O)C1CCCCC1C(=O)Nc1nccs1 (centres undefined)	i	-4	-2	3	-5	6	-3	10	1.2
COc1cccc(NC(=O)CSc2nc3ccccc3c(=O)n2Cc2cccs2)c1	i	-11	-2	-5	32	4	-12	3	1.4
COc1ccccc1Oc1nc(-c2cccnc2)nc2ccccc12	i	-9	1	-2	18	13	-12	14	0.0
O=[N+]([O-])c1cc(S(=O)(=O)N2CCCC2)ccc1N/N=C1/CCCc2ccccc21	i	-1	-3	1	30	-2	6	-2	-0.9
CCN(CC)S(=O)(=O)c1cc(NC(=O)Cn2cnc3ccccc3c2=O)ccc1C	i	-2	-13	0	-5	-15	10	-2	0.9
CSc1cc(-c2ccc(Cl)cc2)c(C(=O)NC(C)C)s1	i	-10	-1	0	11	21	-4	-7	0.0
Cc1cccc(OCc2nc3c4c(ncn3n2)-c2ccccc2CC42CCCC2)c1	i	16	3	3	17	-2	-10	3	-0.5
CCCn1ccc2c(OCC(=O)Nc3ccc(NC(C)=O)cc3)cccc2c1=O	i	7	-14	1	-5	-5	1	1	2.9
Cc1[nH]c2ccccc2c1/C=C/c1nc2ccccc2c(=O)n1-c1cccc([N+](=O)[O-])c1	i	-29	-4	3	4	14	0	-33	1.0
O=S(=O)(c1cc(C(F)(F)F)ccc1Cl)N1CCN(c2ncnc3ccccc23)CC1	i	-8	-2	1	24	6	-7	-8	1.0
CC(NC(=O)c1ccc(Cl)s1)C1CCCO1 (centres undefined)	i	8	-3	-3	-4	-7	5	-5	-1.2
COc1cc(/C=c2\s/c(=C(/C#N)C(=O)N3CCCC3)n(-c3ccccc3)c2=O)ccc1O	i	-84	-3	-2	-16	17	17	-32	-0.9
Cc1c(C)c2ccc(OCC(=O)N3CCN(c4ccc(F)cc4)CC3)c(C)c2oc1=O	i	-4	-4	-1	23	0	3	4	0.3
CSc1nnc(N2C(=O)C(O)=C(C(=O)c3ccco3)C2c2ccc(F)cc2)s1 (centres undefined)	i	-21	-4	-7	-13	6	-47	-4	0.9
CCn1c2ccccc2c2cc(NC(C)=O)ccc21	i	1	-5	-2	-4	-7	3	7	-0.2
CCN1C(=O)N[C@@H](c2cccc(C(F)(F)F)c2)C(C(=O)OC)=C1C	i	8	-4	3	-8	-6	-2	5	-0.8
COc1ccc(-c2n[nH]c3c2CN(C(=O)c2ccccc2)CC3)cc1	i	12	-2	-4	-6	22	1	0	-0.4
CCOC(=O)C(=CNc1cc(Cl)c(-c2ccco2)c(Cl)c1)C(=O)OCC	i	1	-2	0	37	-7	-1	2	1.6
CS(=O)(=O)N(Cc1ccccc1)c1ccc(C(=O)Nc2ccc3c(c2)OCO3)cc1	i	1	-11	-1	9	6	6	-6	-1.1
COc1ccc(C2=NOC(C(=O)N3CCOCC3)C2)cc1OC (centres undefined)	i	-7	-2	-1	-6	-3	4	3	0.1
COC(=O)[C@]1(C)N[C@H](CN(C)C(C)=O)[C@@H]2C(=O)N(Cc3ccccc3)C(=O)[C@@H]21	i	-1	2	-2	-5	9	1	-4	0.6
COc1cc(OC)cc(C(=O)NCC(=O)N2CCN(c3ccc(O)cc3)CC2)c1	i	1	-12	1	0	10	3	4	0.9
Cc1cccc(Nc2c([N+](=O)[O-])c(=O)n(C)c3ccccc23)c1	i	14	-4	-3	9	9	3	-7	1.2
COc1ccc(NS(=O)(=O)NC(=O)c2c(C)n(C)c3ccccc23)cc1	i	4	-14	3	-6	-5	2	-2	-0.6
CC(=O)C1=C(O)C(=O)N(Cc2ccccc2)C1c1ccc(F)cc1 (centres undefined)	i	-5	-3	0	-5	28	-2	2	0.0
COc1ccc(CCNC(=O)c2cnc3ccccn3c2=O)cc1	i	8	1	-2	-3	5	1	-17	3.6
N#Cc1c(C(F)(F)F)cc(-c2ccc(Cl)cc2)[nH]c1=O	x	8	-3	-1	-2	-7	-2	-5	2.7
Cc1cccc(C(=O)NCC(=O)NCCSc2ccc(Br)cc2)c1	i	-5	0	0	6	8	4	0	-0.8
Cc1cc(=O)n2[nH]c(-c3ccccc3)cc2n1	+	6	-1	-2	-7	33	0	-6	-0.2
O=C(NNC(=O)c1ccc(-c2ccccc2)cc1)Nc1ccccc1F	i	12	7	-1	-3	9	-1	-13	1.3
O=C(c1ccc(OCC2CCCO2)cc1)N1CCN(c2ccccc2)CC1 (centres undefined)	i	1	-10	-2	-6	-1	2	-7	-1.0
COc1ccc(NC(=O)CCNC(=O)Cn2ccc3ccccc3c2=O)cc1OC	i	8	2	-2	-9	8	1	12	x
OCCNc1ncnc2c1ncn2[C@H]1CN(Cc2ccc(Cl)cc2)C[C@@H](CO)O1	i	3	-1	7.2*	-5	1	2	-9	-0.4
C=CCNC(=O)C1CC(=O)N(c2ccc(OCc3ccccc3Cl)cc2)C1 (centres undefined)	i	-1	-6	3	1	-1	5	7	-0.6
O=C(CSc1ncccc1-c1nc2ccccc2[nH]1)N1CCCCC1	i	-32	-4	0	-7	10	-5	-10	x
CC12CCC(=O)C=C1CCC1C2C(=O)CC2(C)C1CC[C@]2(O)C(=O)CO (some centres undefined)	i	3	-2	-2	0	1	6	5	-0.5
COc1ccc(CNC(=O)c2nnn(Cc3ccc(OC)cc3)c2N)cc1	i	-12	1	0	-2	4	2	5	-0.3
CC1(Cc2ccc(Cl)s2)C(=O)Nc2c(Cl)ccc(Cl)c21 (centres undefined)	i	0	-3	2	22	8	3	1	1.0
COc1cccc(/C=N/Nc2ccc(S(=O)(=O)O)cc2)c1O	i	11	-4	1	-8	-10	3	-9	0.9
CNc1ccc2ncc(-c3ccc(OC)c(OC)c3)n2n1	x	10	-4	-14	-7	0	-16	3	1.6
Cc1ccc(NC(=S)NC(C)CCc2ccccc2)cc1C (centres undefined)	i	9	-6	0	21	3	1	3	2.0
Cc1sc2ncn(CC(=O)NCCCOC(C)C)c(=O)c2c1S(=O)(=O)N1CCN(c2ncccn2)CC1	i	6	-1	-1	0	-2	-6	-3	2.2
COc1ccc(CNC(=O)COc2ccc(S(=O)(=O)N3CCOCC3)cc2C)cc1	i	0	0	1	-2	14	-2	0	-1.5
COc1cc(C(=O)/C=C/c2cccnc2)ccc1O	i	2	-10	-1	-2	4	-5	3	1.9
O=C(CC1C(=O)NCCN1Cc1ccoc1)NCc1cccc(OC(F)(F)F)c1 (centres undefined)	i	-6	-3	0	-3	-3	-4	-12	0.1
Cc1ccc(NC(=O)CN2C(=O)CC(C)S(=O)(=O)c3ccccc32)cc1 (centres undefined)	i	-4	0	-1	-6	5	1	-5	0.3
COc1cc2c(C(=O)N3CCN(C)CC3)c(CSc3ccccc3)n(C)c2cc1Br	i	-6	-5	0	9	-5	1	-4	x
O=C(CSc1nc(=O)n2ccccc2n1)Nc1cccc2ccccc12	i	-9	-4	-2	-4	-13	-4	1	3.0
CC1C(=O)N2CCCc3cc(NC(=O)COc4ccc(Cl)cc4)cc1c32 (centres undefined)	i	4	-1	-1	-2	-8	1	-4	0.4
COC(=O)CCC(C)N1CCC(Oc2ccc(C(=O)N3CCCC3)cc2)CC1 (centres undefined)	i	8	-3	4	-7	-3	-3	-1	1.4
CCc1nccn1CCC(=O)NC1CC(C)(C)Cc2c1cnn2-c1cccc(F)c1 (centres undefined)	i	4	2	1	-6	16	0	-1	-0.1
NS(=O)(=O)c1ccc(CCNC(=O)C2CCC(Cn3c(=S)[nH]c4ccccc4c3=O)CC2)cc1 (centres undefined)	i	12	-3	2	2	0	-6	-11	0.5
Cn1c(SCC(=O)Nc2ccc3c(c2)OCCO3)nnc1C(F)(F)F	i	4	0	0	-5	-11	2	5	0.9
O=C(NCC(=O)N1CCN(c2ccc(C(F)(F)F)cn2)CC1)c1ccc(Br)o1	i	4	-3	3	-3	-6	3	1	0.3
